Compound activity (PubChem BioAssay)
OX1R antag-1: OX1R (HCRTR1) antagonists, primary screen, fluorescence, CHO/OX1R cells, Fluo-8 calcium, orexin A. Orexin/Hypocretin receptor type 1 (Homo sapiens), O43613. Fluo-8 calcium fluorescence. inhibition, % at 5 µM. 330,000 compounds, 0.43% hits. AID 434989, 2010;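 active means inhibition above its plate's threshold, mean inhibition of all tested compounds on the plate plus 3 SD, cut at about 37% in these data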;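 further: 0% = orexin A challenge wells and 100% = SB-334867-A antagonist wells; not every result past the cut was called active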
Target sequence (O43613 whole entry, looked up): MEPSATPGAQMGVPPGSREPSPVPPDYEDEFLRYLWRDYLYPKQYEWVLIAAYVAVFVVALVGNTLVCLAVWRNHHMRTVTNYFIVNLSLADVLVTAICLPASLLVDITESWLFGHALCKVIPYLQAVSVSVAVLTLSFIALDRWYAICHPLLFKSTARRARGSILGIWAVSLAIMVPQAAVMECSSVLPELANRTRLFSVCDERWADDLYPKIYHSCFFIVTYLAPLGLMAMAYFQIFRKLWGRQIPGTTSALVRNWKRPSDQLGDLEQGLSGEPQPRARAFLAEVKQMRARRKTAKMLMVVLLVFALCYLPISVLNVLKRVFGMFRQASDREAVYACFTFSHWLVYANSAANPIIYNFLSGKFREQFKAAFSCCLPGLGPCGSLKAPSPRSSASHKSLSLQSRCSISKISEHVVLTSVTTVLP
OX1R antag-2: antagonists of human orexin 1 receptor (OX1R) | AID 485270, 2010 | inhibition, % at 6.6 µM | 330,000 compounds, 1.8% hits | OX1R-expressing cells, FRET antagonist read-out | Orexin/Hypocretin receptor type 1 (Homo sapiens), O43613; in the data active means inhibition mostly above about 38%, no sharp cut-off; inactive means mostly below about 40%;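 further: 0% = agonist challenge alone and 100% = reference antagonist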
Starred values were filed as active, the others as inactive.

The opening 3 compounds (preview)
OX1R antag-2,OX1R antag-1,molecule
16,-16,O=C(NCCNc1ccccc1[N+](=O)[O-])c1cc(F)c(F)cc1Cl
25,-10,C=CCc1cccc2cc(C(=O)NNC(=O)CC#N)c(=O)oc12
5,-9,CCC(C)NC(=O)CN(c1cc(C)ccc1OC)S(C)(=O)=O (configuration not stated)

Results, previewed entries included:
OX1R antag-2,OX1R antag-1,molecule
16,-16,O=C(NCCNc1ccccc1[N+](=O)[O-])c1cc(F)c(F)cc1Cl
25,-10,C=CCc1cccc2cc(C(=O)NNC(=O)CC#N)c(=O)oc12
5,-9,CCC(C)NC(=O)CN(c1cc(C)ccc1OC)S(C)(=O)=O (configuration not stated)
21,-5,COc1ccc(-n2ccn(CC(=O)Nc3ccccc3OC)c(=O)c2=O)cc1
63,-8,O=Cc1c(SCCO)nc2ccccn2c1=O
-5,-30,O=C(CCN1CCN(c2ccccc2)CC1)c1ccc(Br)cc1
1,-19,COc1cc(C2c3c(-c4cc(Cl)c(C)cc4O)n[nH]c3C(=O)N2Cc2cccnc2)ccc1O (configuration not stated)
26,-21,CSc1nc2sc3c(c2c2nncn12)CCC3
8,-15,O=P(O)(CP(=O)(c1ccccc1)c1ccccc1)c1ccccc1
29,-14,Cc1ccc(NC(=S)N(CCCN2CCOCC2)Cc2ccco2)cc1
11,-10,COc1ccc(NC(=O)c2ccccc2[N+](=O)[O-])cc1OC
0,-20,CCOc1ccc(NS(=O)(=O)c2cc(Cl)ccc2OC)cc1
14,-24,CC(=O)NCCn1c(SCC(=O)c2ccc(Cl)cc2)nc2ccccc2c1=O
9,-12,CN(C)CCNC(=O)Nc1cccc(Cl)c1Cl
27,-19,Oc1c(Br)cc(Br)cc1/C=N/NC(=S)N[C@H]1CC2C=CC1C2 (some centres not stated)
14,-8,CCOC(=O)c1ccc2ncc(C(=O)OCC)c(NCCN(C)C)c2c1
9,-19,COc1ccc(C(=O)Oc2ccc(C(=S)N3CCCC3)cc2)cc1OC
25,-20,CC(C)(C)c1ccc(C(=O)NCCC(=O)N2CCCC2)cc1
-1,-15,O=C(CN1CCCCCC1)NN(Cc1ccccc1)c1ccccc1
10,-24,Cc1ccc(S(=O)(=O)NCC(=O)OCC(=O)NCc2ccc(F)cc2)cc1
5,-3,CCc1ccc2[nH]c3nc(SCc4nnc(-c5ccccc5)o4)nnc3c2c1
8,-8,CN(C)/C=C(/C(=O)c1ccc(Cl)cc1)S(=O)(=O)c1ccc(Cl)cc1
19,-12,CC(=O)Nc1ccc(NC(=O)c2ccnn2C)cc1
3,-7,CCNc1nc(NCC)nc(Oc2ccc(OCC)nn2)n1
3,-21,Cc1cc(NC(=O)CCC(=O)N(c2cccc(F)c2)C(C(=O)NC2CCCC2)c2ccncc2)no1 (configuration not stated)
6,-14,COc1ccccc1C1(O)CCN(CC(=O)Nc2c(C)nn(C)c2C)CC1
9,-18,CO/N=C/Cc1c([N+](=O)[O-])c(C)nn1C
13,-7,Brc1nc(Br)n(Cc2ccccc2)n1
6,-13,CCOC(=O)N1CCC(c2cc(=O)n3[nH]cc(C(=O)OC)c3n2)CC1
20,2,O=C(COC(=O)c1cc([N+](=O)[O-])ccc1NCCO)c1ccc(Cl)cc1
2,-10,COc1ccccc1C(=O)COC(=O)Cn1[nH]c(=O)c2ccccc2c1=O
9,-7,OCCCc1cn(Cc2ccccc2)c2ccccc12
18,-37,COc1ccc(CNC(=O)CCCCCNc2nc(=S)[nH]c3ccccc23)cc1
26,-18,CN(Cc1nc(-c2ccc(Cl)cc2)no1)C(=O)c1ccc2c(c1)OCO2
13,-25,CCc1ccc(C(=O)NNC(=O)C2CC(=O)N(Cc3ccccc3)C2)cc1 (configuration not stated)
5,35,NC(=Nc1ccccc1)Nc1ccccc1
-2,-2,CSCCC(NS(=O)(=O)/C=C/c1ccccc1)C(=O)O (configuration not stated)
39,-8,CC1=CC(C)[C@H](/C=N/n2c(=O)[nH]c3c([nH]c4ccc(C)cc43)c2=O)C(C)C1 (some centres not stated)
-2,-19,C=CCNC(=S)N1CCC(C(=O)c2ccc(C)cc2)CC1
20,-18,CNc1nc(N)c([N+](=O)[O-])c(Nc2cccc(Cl)c2)n1
0,1,Cc1nc(CNS(=O)(=O)c2cccc(F)c2)cs1
34,6,Cc1c(NS(=O)(=O)c2cccs2)cccc1-c1nc2cccnc2s1
24,-13,O=C(Cc1ccc(F)cc1)N/N=C/c1ccncc1
13,-23,c1ccc2nc(-c3ccc(-n4ccnc4)cc3)ccc2c1
13,-22,COc1ccc(C2CC(c3cccs3)=NN2C(=O)CSc2nc3c(cnn3-c3ccccc3)c(=O)[nH]2)cc1 (configuration not stated)
18,-26,O=C(Nc1ccc(Br)cc1)c1cc(-c2ccncc2)nc2ccccc12
10,-16,COc1ccc(NC(=O)CN2CCC(C)CC2)c([N+](=O)[O-])c1
35,3,O=C1CCCN1c1ccc(S(=O)(=O)Nc2ccc3c(c2)OCCO3)cc1
23,-11,CCCCCCCC(=O)NN1CCOCC1
25,-7,S=C(NCCSCc1ccc(Cl)cc1Cl)Nc1ccccc1

Some of these compounds in order of their number in OX1R antag-2, highest first.
smiles,OX1R antag-2
Cc1c(NS(=O)(=O)c2cccs2)cccc1-c1nc2cccnc2s1,34
S=C(NCCSCc1ccc(Cl)cc1Cl)Nc1ccccc1,25
CCCCCCCC(=O)NN1CCOCC1,23
CNc1nc(N)c([N+](=O)[O-])c(Nc2cccc(Cl)c2)n1,20
c1ccc2nc(-c3ccc(-n4ccnc4)cc3)ccc2c1,13
CCOC(=O)N1CCC(c2cc(=O)n3[nH]cc(C(=O)OC)c3n2)CC1,6

(cont.)
OX1R antag-2,OX1R antag-1,molecule
16,1,CN(CC(=O)Nc1cccc(F)c1)C(=O)c1cc(-c2ccco2)nc2ccccc12
3,2,O=C1CCC(C(=O)O)N1 (configuration not stated)
0,0,C#CCOCCOCCOCCNc1nc(N2CCN(C(=O)CCCCCCCCCCNC(=O)[C@H](CCCCN)n3cc(CCCC(=O)O)nn3)CC2)nc(N2CCN(C(=O)CCCCCCCCCCNC(=O)[C@H](CCCCN)n3cc(CCCC(=O)O)nn3)CC2)n1
-1,3,COc1ccc(F)cc1S(=O)(=O)NCC(c1ccc2c(c1)OCO2)N1CCN(C)CC1 (configuration not stated)
15,-30,CC(=O)N1CCC(C(=O)OCc2ccccc2F)(c2ccccc2)CC1
13,-14,O=C(Cc1ncon1)Nc1ccc(F)c(F)c1F
8,-22,COc1cccc2c1OCC(CN1CCN(C3CCCCC3)C(CCO)C1)=C2 (configuration not stated)
11,-18,CN(CCO)C1=CC(=O)CC(C)(C)C1
17,-11,CN1CCN(S(=O)C23CC4CC(CC(C4)C2)C3)CC1 (configuration not stated)
5,3,CC(=O)N1CCC(N(CCN2CCOCC2)C(=S)Nc2cccc(C)c2)CC1
8,4,Cc1cc(C)n2nc(SCC(=O)Nc3ccccc3F)nc2n1
19,1,Cc1ccc(Cn2cc(/C=N/NC(=O)Cc3nnc(NC(=O)c4ccc(C)cc4)s3)c3ccccc32)cc1
31,-11,COc1ccc(C)cc1C(=O)CCC(=O)NC1CCCCC1
18,-29,CCCc1nn(C)c(C(=O)Nc2ccc(C)c(C)c2)c1Cl
14,-5,Cc1ccc(C(=O)COC(=O)CCN2C(=O)C3C4CC(C(Br)C4Br)C3C2=O)cc1 (configuration not stated)
10,-11,CC1CCN(C(=O)c2cc3nc(C4CC4)cc(C(F)(F)F)n3n2)CC1
9,-13,O=C(/C=C\N1CCOCC1)c1ccc(Br)cc1
14,-14,O=C1OC(N2C(=O)CC[C@H]2C(=O)Nc2ccc3c(c2)OCO3)c2ccccc21 (some centres not stated)
16,-13,C=CCc1c(C)nc2cc(-c3ccc(C)cc3)[nH]n2c1=O
3,-20,COC(=O)c1cc(NS(=O)(=O)c2ccc(N3CCCCC3)c([N+](=O)[O-])c2)cc(C(=O)OC)c1
5,-18,OCCn1ccc(-c2ccccc2OCc2ccc(F)cc2)n1
68*,18,COc1ccc(OC)c(NC(=O)c2cnc(Nc3ccccc3OC)c3ccccc23)c1
10,3,CN1CCN(S(=O)(=O)c2ccc(-c3noc(C4CCN(S(C)(=O)=O)CC4)n3)cc2)CC1
4,-79,CCOC(=O)c1c(NC(=O)CCS(=O)(=O)c2ccccc2)sc2c1CCN(C(C)C)C2
16,-21,Fc1ccccc1N1CCN(CC2CC3C=CC2C3)CC1 (configuration not stated)

Single records, from the list above. Values in the order: OX1R antag-2, OX1R antag-1
COc1ccc(C)cc1C(=O)CCC(=O)NC1CCCCC1 is entered as 31, -11
C=CCc1c(C)nc2cc(-c3ccc(C)cc3)[nH]n2c1=O is entered as 16, -13
CCOC(=O)c1c(NC(=O)CCS(=O)(=O)c2ccccc2)sc2c1CCN(C(C)C)C2 is entered as 4, -79
COc1ccc(F)cc1S(=O)(=O)NCC(c1ccc2c(c1)OCO2)N1CCN(C)CC1 (configuration not stated) is entered as -1, 3

(listing goes on)
OX1R antag-2,OX1R antag-1,molecule
-1,-22,Cc1cccc(C)c1OCC(O)CNC(C)(C)C (configuration not stated)
4,-22,COC(=O)Cc1ccc(NC(=S)Nc2ccccn2)cc1
22,-7,O=C(NCc1ccco1)c1cc(-c2cccs2)nc2ccccc12
18,-40,CC1(C)Cc2c(C#N)c(SCC(=O)c3ccccc3)nc(N3CCOCC3)c2CO1
7,-2,CCC(NC(=O)c1ccncc1)c1ccccc1 (configuration not stated)
15,-6,COc1ccc(NC(=O)COC(=O)Cc2c[nH]c3ccccc23)cc1OC
11,3,O=C(COC(=O)/C=C/c1ccc(F)cc1)NCc1cccs1
3,-6,COCCOC(=O)C1=C(C)NC(=O)NC1c1c(F)cccc1Cl (configuration not stated)
-2,-34,Cc1ccccc1-c1nc(CS(=O)(=O)CC(=O)NCc2ccccc2)c(C)o1
0,2,COc1ccc(C(=O)NCc2ccon2)cc1OC1CCN(C(C)C)CC1
19,-19,Cc1cccc(-n2ncc3c(NCCCn4ccnc4)ncnc32)c1
26,0,CCOC(=O)CS(=O)(=O)c1ccc2ccccc2c1
14,-11,COc1ccc2cnn(-c3ccccc3)c(=O)c2c1OC
13,-33,O=C(c1ccc(CN2CCc3ccccc3C2)cc1)N1CCCCC1
35,-3,O=C(NCCNc1ccc([N+](=O)[O-])cc1)c1ccco1
18,-18,COc1ccc(C(=O)C2CCCN(C3Cc4ccccc4C3)C2)c(OC)c1 (configuration not stated)
17,5,COCCNC(=O)CN1CCC(NC(=O)Nc2ccccc2)CC1
5,-8,Cn1nc(-c2ccccc2)cc1NS(=O)(=O)c1ccccc1
6,-12,O=C(NC1CCCCC1)c1ccc(S(=O)(=O)NCc2cccnc2)cc1
21,-10,CCOC(=O)Cc1csc(NC(=S)NC(=O)c2ccccc2Br)n1
20,-11,COc1ncnc2c1N[C@@](C)(O)c1c(F)c(F)c(F)c(F)c1S2
12,-3,CCC1(CC)N([O-])C(C)=C(c2ccccc2)[N+]1=O
23,-25,CC1CCN(C(=O)Cn2nc(C(F)(F)F)c3c2CCCC3)CC1
21,-39,CCOC(=O)C1CCCN(Cc2ccc(OC)c(OCc3ccccc3)c2)C1 (configuration not stated)
48,-17,O=CN1CCN(C(=O)c2ccc(Br)o2)CC1

Individual results from the entries so far.
Value of Cn1nc(-c2ccccc2)cc1NS(=O)(=O)c1ccccc1 under OX1R antag-1: -8
Value of COCCNC(=O)CN1CCC(NC(=O)Nc2ccccc2)CC1 under OX1R antag-1: 5
Value of Cc1cccc(-n2ncc3c(NCCCn4ccnc4)ncnc32)c1 under OX1R antag-2: 19
Value of CC1CCN(C(=O)Cn2nc(C(F)(F)F)c3c2CCCC3)CC1 under OX1R antag-2: 23
Value of CCOC(=O)CS(=O)(=O)c1ccc2ccccc2c1 under OX1R antag-2: 26
Value of Cc1ccccc1-c1nc(CS(=O)(=O)CC(=O)NCc2ccccc2)c(C)o1 under OX1R antag-2: -2

Next section.
OX1R antag-2,OX1R antag-1,molecule
-1,-15,Cc1ccc2c(=O)cc(C(F)F)oc2c1
8,0,COCC(=O)N1CCC(Oc2ccc(C(=O)N3CCCCCCC3)cc2)CC1
-13,-6,O=S(=O)(NCCC1=CCCCC1)c1ccc(Br)cc1
10,7,COC(=O)c1ccc(Cc2ccc(C(=O)OC)o2)o1
11,-25,Cc1cccc(NC(=O)CC2SC(=NC3CCCCC3)NC2=O)c1 (configuration not stated)
27,-38,Cc1cc(NC(=O)CSc2nc(-c3ccco3)cc(C(F)(F)F)n2)n(-c2ccccc2)n1
8,-7,CN(c1ccc(C(=O)NCCc2ccccc2)cc1)S(C)(=O)=O
4,-7,CC(C)NCC(O)COCCOc1ccc(Br)cc1 (configuration not stated)
8,-19,O=C(Nc1cccc(NC(=O)c2c(F)cccc2F)n1)c1c(F)cccc1F
10,-24,O=C(c1ccc(Cl)c(S(=O)(=O)N2CCOCC2)c1)N1CCN(c2ccccc2)CC1
10,-15,CC12CCC(C(=O)N(NC(=O)c3ccccc3Cl)C1=O)C2(C)C (configuration not stated)
8,-6,COc1ccccc1-n1cnc2c(c1=O)c1nc3ccccc3nc1n2CCc1ccccc1
13,10,O=C(COC(=O)CCCOc1ccc(Cl)cc1Cl)NCc1ccccc1
6,-10,Cc1cc2c(o1)CC(C)(C)CC2=O
6,-26,Cc1ccc(N(C(=O)c2snc(C(N)=O)c2N)C(C(=O)NC2CCCC2)c2ccncc2)cc1 (configuration not stated)
13,2,CC(=O)n1cc([C@@H]2C=C(C(=O)O)O[C@H](OCc3ccc(CO)cc3)C2)c2ccccc21
3,-17,CCc1nc(SCC(=O)Nc2nnc(CC)s2)c2c(C)c(C)sc2n1
15,-13,CCn1c(O)c(C=C2N=c3ccccc3=N2)sc1=S
28,-14,CCOC(=O)CNc1ccc2c(c1)OCO2
